# Source: PubChem
# DAX1 inh-1 = inhibits human nuclear receptor DAX1 | P51843 | HEK293 Gal4-DAX1 luciferase reporter, luminescence | inhibition, % at 6.75 µM | 0.99% of 340,000 active | AID 504766;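 active = inhibition above the mean over all tested compounds plus 3 SD, cut at about 4.2% in these data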;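 also: 0% = DAX1-transfected cells with DMSO and 100% = empty-vector control cells with DMSO; inhibition shows as a rise in luminescence from relieved DAX1 repression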
# ssDAF12 agonist = S. stercoralis DAF-12 activation, primary screen | HEK293 ssDAF-12/GRIP1 lit1-tk-luc reporter, luminescence; % of 3 µM dafachronic acid response | activation, % at 6.8 µM | 1% of 370,000 active;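 active = activation above the mean over all tested compounds plus 3 SD, cut at about 0.9% in these data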;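 also: 0% = DMSO-only wells and 100% = 3 µM delta7-dafachronic acid wells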
# ADAM17 inh = ADAM17 inhibition, QFRET primary screen | recombinant ADAM17, EDANS/DABCYL FRET peptide cleavage | inhibition, % at 6.95 µM | 0.83% of 370,000 active;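 active = inhibition above the mean of compounds lying between control limits plus 3 SD, set per campaign, cut at about 8.5% in these data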;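 also: 0% = DMSO-only wells as the low control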
# PLCb3 inh = inhibitors of human phospholipase C beta3 | inhibition, % at 12.2 µM | Purified PLC-beta3, fluorogenic substrate, fluorescence | AID 720704 | 0.18% of 370,000 active; in the data active = inhibition above about 11%;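 also: 0% = median of compound wells on plate and 100% = full blocker control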
# Target sequence (Q01970 whole entry, looked up): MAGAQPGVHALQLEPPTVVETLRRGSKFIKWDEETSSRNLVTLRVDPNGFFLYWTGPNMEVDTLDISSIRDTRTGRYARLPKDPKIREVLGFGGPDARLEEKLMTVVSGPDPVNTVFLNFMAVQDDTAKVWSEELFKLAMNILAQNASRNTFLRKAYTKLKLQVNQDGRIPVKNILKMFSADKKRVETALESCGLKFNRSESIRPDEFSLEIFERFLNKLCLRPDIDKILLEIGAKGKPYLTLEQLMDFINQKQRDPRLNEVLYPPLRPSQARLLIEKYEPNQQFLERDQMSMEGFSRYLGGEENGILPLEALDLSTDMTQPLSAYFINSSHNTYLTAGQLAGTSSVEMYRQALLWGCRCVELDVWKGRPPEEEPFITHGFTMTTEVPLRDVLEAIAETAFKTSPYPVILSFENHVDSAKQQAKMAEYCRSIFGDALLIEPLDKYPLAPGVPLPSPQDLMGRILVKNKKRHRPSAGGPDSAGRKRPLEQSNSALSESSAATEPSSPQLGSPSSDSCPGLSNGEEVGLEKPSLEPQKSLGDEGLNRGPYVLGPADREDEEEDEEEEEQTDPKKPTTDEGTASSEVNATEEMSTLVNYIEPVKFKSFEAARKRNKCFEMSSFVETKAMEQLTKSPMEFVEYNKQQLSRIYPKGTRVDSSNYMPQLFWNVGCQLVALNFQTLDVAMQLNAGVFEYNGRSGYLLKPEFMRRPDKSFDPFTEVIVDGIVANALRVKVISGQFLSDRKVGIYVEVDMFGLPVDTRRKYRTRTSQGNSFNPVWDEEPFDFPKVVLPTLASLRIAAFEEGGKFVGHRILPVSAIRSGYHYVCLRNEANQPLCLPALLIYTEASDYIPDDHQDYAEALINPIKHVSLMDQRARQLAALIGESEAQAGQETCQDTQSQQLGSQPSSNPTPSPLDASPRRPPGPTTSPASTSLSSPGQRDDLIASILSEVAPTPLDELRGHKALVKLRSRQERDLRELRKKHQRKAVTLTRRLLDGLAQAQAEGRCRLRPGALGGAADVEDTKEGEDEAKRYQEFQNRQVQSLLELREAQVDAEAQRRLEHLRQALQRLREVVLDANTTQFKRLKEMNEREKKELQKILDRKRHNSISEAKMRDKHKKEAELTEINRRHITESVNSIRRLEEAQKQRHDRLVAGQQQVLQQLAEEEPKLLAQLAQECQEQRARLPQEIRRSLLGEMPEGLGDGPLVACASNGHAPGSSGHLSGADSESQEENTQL
# GAA850 FXN act = frataxin GAA850 promoter activation | HEK293 lucGAA850 FXN promoter luciferase reporter, 24 h; percent of 10 µM SAHA response | 0.56% of 360,000 active | activation, % at 6 µM;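 active = activation above the average of all compounds screened plus 3 SD, cutoff fixed separately per campaign, cut at about 7.5% in these data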;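 also: 0% = DMSO wells and 100% = 10 µM SAHA wells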
# DAX1 inh-2 = inhibitors of DAX1 repression of SF-1 activated StAR promoter; HEK293T StAR-luciferase reporter, SF-1/DAX-1 repression relief; inhibition, % at 6.8 µM; 1.1% of 370,000 active; AID 652010;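 active = inhibition above the mean over all tested compounds plus 3 SD, cut at about 3.6% in these data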;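 also: 0% = DAX-1 cells with DMSO and 100% = cells lacking DAX-1 with DMSO; higher inhibition means more luminescence from relief of DAX-1 repression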
# PLC-gamma1 inh = PLC-gamma1 (human) inhibition, primary screen. P19174. purified PLC-gamma1, fluorogenic substrate, fluorescence. inhibition, % at 12.2 µM. 0.84% of 370,000 active; in the data active = inhibition above about 9.5%
# sPLA2-III inh = Blocks human group III sPLA2 activity; Q9NZ20; QFRET BODIPY PC-A2 liposome hydrolysis, fluorescence; inhibition, % at 12.2 µM; 0.56% of 370,000 active; AID 743126;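 active = inhibition above mean plus 3 SD of compounds lying within the high and low control bounds, cut at about 19% in these data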;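 also: 0% = median of test compound wells and 100% = no enzyme DMSO wells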
# hgDAF12 agonist = agonists of H. glycines DAF-12 nuclear receptor; HEK293 GAL4-hgDAF12 UAS-luciferase reporter, agonist luminescence; normalized to butyrate control; activation, % at 6.8 µM; 1.8% of 370,000 active;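 active = activation above a cutoff set at the mean of all screened compounds plus 3 SD, cut at about 10% in these data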;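 also: 0% = DMSO wells and 100% = sodium butyrate wells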
# hcDAF12 agonist = activates DAF-12 receptor from parasite H. contortus; HEK293 hcDAF-12 lit1-tk-luc reporter, luminescence; 0% DMSO, 100% Δ7-dafachronic acid; activation, % at 6.8 µM; 1.4% of 370,000 active;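 active = activation above the mean of all tested compounds plus 3 SD, cut at about 5.5% in these data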;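 also: 100% = response to 3 µM Δ7-dafachronic acid high control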
# ADAM10 inh = ADAM10 inhibition, QFRET primary screen; inhibition, % at 7 µM; recombinant ADAM10, EDANS/DABCYL FRET peptide cleavage, 3 h; O14672; 0.62% of 370,000 active;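 active = inhibition above a per-campaign cutoff equal to the mean of compounds falling between control-based bounds plus 3 SD, cut at about 20% in these data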;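 also: 0% = DMSO wells while the 100% control is not disclosed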
# * hit, by the source's call; · = not tested or not shown. No enrichment for hits; 6.9% or so of the library scored in one or more.
SMILES,DAX1 inh-1,ssDAF12 agonist,ADAM17 inh,PLCb3 inh,GAA850 FXN act,DAX1 inh-2,PLC-gamma1 inh,sPLA2-III inh,hgDAF12 agonist,hcDAF12 agonist,ADAM10 inh
C=CCNC(=O)CN(C(=O)c1ccncn1)c1cccc(Br)c1,·,-0.9,-3,2,·,0.2,0,6,-2.7,-2.9,-5
Clc1ccccc1CSC1=NCCN1,0.8,-1.4,-4,-1,0.2,-0.4,-169,-4,2.9,0.1,-3
CC(=O)C1=CCC(c2ccc(Br)cc2)N(S(=O)(=O)c2ccc(C)cc2)C1 (configuration not stated),·,-1.4,2,-1,·,-3.9,-1,-8,-1.3,-1.2,6
N=C1C(c2ccccc2)=C(O)CN1CCO,-0.7,-1.4,-1,3,1.9,-0.2,0,5,-0.8,-1.8,-3
COc1ccc(C2/C=C\CN(C(=O)c3ccccc3)CC(=O)N2Cc2cccc(F)c2)cc1 (configuration not stated),-1.6,-0.1,-1,0,-2.9,-1.2,-3,-6,-0.5,1.1,-3
O=C(Nc1ccc(-c2n[nH]c(=S)o2)cc1)c1ccccc1,1.9,-0.8,0,-24,1.1,-0.1,-12,10,-0.2,-1.6,3
CC(C)(C)N1Cc2nnn(Cc3ccccc3)c2-c2cc(N3CCCC3)ccc2S1(=O)=O,·,-1.2,-16,-49,·,-0.8,-41,6,-1.4,-2.1,-49
COC(=O)[C@@H]1CCCN1C(=O)[C@@H](NC(=O)OC(C)(C)C)C(C)C,0.2,-0.7,8,14*,-0.4,0.2,8,8,-1.6,-1.0,1
COc1ccc(CN2CCCC(N3CCN(c4cccc(Cl)c4)CC3)C2)cc1OC (configuration not stated),2.9,-1.0,4,1,-0.4,-0.5,8,-10,0.4,-1.2,11
Cc1ccc(S(=O)(=O)N(C)C)cc1NC(=O)CSc1ccc2c(c1)OCCO2,2.0,-0.7,-5,-5,-0.2,-2.1,5,-1,-0.5,-2.2,0
CN(CC(=O)Nc1ccc(Cl)c(C(F)(F)F)c1)C(=O)c1cc(-c2ccncc2)nc2ccccc12,0.6,-0.2,-2,-5,0.8,0.0,1,0,5.5,0.3,-6
COCCCN1C(=O)C(CC(=O)NCc2cccc3ccccc23)CC(C(=O)N(C(C)C)C(C)C)=C1C (configuration not stated),·,-1.3,0,-7,·,-0.7,2,3,-2.1,-2.1,0
O=C(NNC(=O)c1c(F)cccc1F)c1sccc1-n1cccc1,0.6,-0.7,-2,3,0.0,0.9,-1,0,2.2,1.6,-2
CC(=O)c1cccc(NC(=O)COC(=O)COc2ccc(Cl)cc2)c1,0.7,-1.1,-4,-4,-1.5,-0.3,-4,6,-0.6,0.4,-5
CCc1cccc(NC(=O)CCS(=O)(=O)c2ccc3c(c2)NC(=O)CO3)c1,0.4,-0.6,-5,-10,-1.9,-0.4,4,-6,-2.1,-2.8,-7
CCCc1nc2c(C)cc(Br)cn2c1Cc1cccc(Cl)c1,·,0.7,-6,-8,·,0.6,-5,0,0.8,4.6,-13
Cn1c(SCC(=O)c2ccccc2)nc2cccnc21,1.1,-1.6,-1,1,1.7,-0.9,5,-19,-1.6,-1.2,-4
O=C(Nc1ccccc1)C1=C[C@@H](c2ccc3c(c2)OCO3)C[C@@H](OCCCCO)O1,1.2,-0.5,-4,-12,4.1,-0.3,-15,-7,2.6,-1.1,-12
Cc1cc(C)c(NC(=O)CSc2nnc(Cc3cccn3C)n2-c2ccc(F)cc2)c(C)c1,-0.9,-1.6,3,-3,-0.1,-0.4,2,-20,-1.7,0.6,4
O=S(=O)(Nc1ccc(Cl)cc1)c1ccc(N2CCOCC2)c(NC(=S)NC2CC2)c1,-0.3,-0.9,7,0,0.2,-0.7,5,4,-1.2,-1.3,5
O=C1C2ON(c3ccccc3)C(c3ccccn3)C2C(=O)N1c1ccc(Br)cc1 (configuration not stated),-0.8,-1.1,-4,-3,-2.1,-0.1,-4,-8,3.5,-1.2,-4
CCC(=O)N(Cc1cccs1)C1CCOC(C)(C)C1 (configuration not stated),-0.4,-0.5,-2,-2,0.5,-0.4,-3,2,-0.2,-0.1,1
O=C(COC(=O)c1ccc(NS(=O)(=O)c2ccc(Br)s2)cc1)NC1CCCC1,0.9,-1.6,-5,-7,1.2,-0.6,1,-23,-1.7,0.3,-4
CCOc1ccc(C(C)(N)C(=O)O)cc1 (configuration not stated),1.1,-1.3,-4,3,-1.6,-0.1,-1,2,0.2,-0.4,-10
Cc1ccc(C(=O)/C=C/c2ccc3ncccc3c2)cc1,-2.0,-1.3,-1,-6,-1.6,-1.1,-2,8,-5.1,-1.9,5
COCCCN(C(=S)NC(=O)C(C)(C)C)c1c(N)n(Cc2ccccc2)c(=O)[nH]c1=O,0.7,-1.4,-2,-21,2.8,0.6,-9,9,-3.3,0.7,-24
S=C(Nc1cccc(Br)c1)c1ccccc1,0.5,-1.1,6,0,4.1,-0.4,2,4,6.4,-0.2,9
CCCNC(=O)c1ccccc1NC(=O)c1ccc2c(=O)n3c(nc2c1)CCC3,-0.5,-1.2,-2,-9,3.4,-0.2,-5,3,-1.2,-1.0,-17
COc1ccc(NS(=O)(=O)c2cccc(C(=O)NCCCN3CCOCC3)c2)cc1,1.1,-0.9,-3,-4,0.0,0.9,-27,-3,-0.5,-1.5,1
CC(=O)N1CCc2cc(S(=O)(=O)N3CCc4ccccc43)ccc21,-1.4,-1.4,7,-4,-0.2,-6.7,1,4,-3.6,-3.3,-2

# Some of these compounds in order of the DAX1 inh-1 value, largest number first.
compound	DAX1 inh-1
CCOc1ccc(C(C)(N)C(=O)O)cc1 (configuration not stated)	1.1
CCCNC(=O)c1ccccc1NC(=O)c1ccc2c(=O)n3c(nc2c1)CCC3	-0.5
O=C1C2ON(c3ccccc3)C(c3ccccn3)C2C(=O)N1c1ccc(Br)cc1 (configuration not stated)	-0.8

# The list continues:
SMILES,DAX1 inh-1,ssDAF12 agonist,ADAM17 inh,PLCb3 inh,GAA850 FXN act,DAX1 inh-2,PLC-gamma1 inh,sPLA2-III inh,hgDAF12 agonist,hcDAF12 agonist,ADAM10 inh
CCc1ccc(NC(=S)/N=C(\N)Nc2nc(C)c3cc(CC)ccc3n2)cc1,-0.7,-1.8,-5,-7,-3.2,-1.3,-4,-10,0.5,-2.1,5
Nc1ncnc2c1ncn2Cc1ccccc1,3.5,-1.7,-3,5,1.1,-1.2,1,4,6.8,-0.7,-2
Cc1cc(C)n(-c2nc(Nc3ccccc3)nc(-n3nc(C)cc3C)n2)n1,-0.7,-1.6,-1,-2,-0.8,0.0,2,11,0.8,-0.9,-3
CNC(=O)c1cc2ccccc2o1,0.8,-1.0,0,2,1.8,0.4,5,6,0.4,-0.6,-4
COC(=O)c1ccc(CN2C(=O)NC3(CCCCC3C)C2=O)o1 (configuration not stated),0.1,-1.3,-4,-3,-6.0,-0.1,-1,7,-0.1,-0.6,-5
Cc1cccc(C)c1OCC(=O)Nc1c(C)nn(C)c1C,0.6,-1.3,-4,-11,0.5,-1.2,1,8,-2.5,-1.8,-2
COc1ccc2sc(N(CCCN(C)C)C(=O)c3ccc(S(=O)(=O)N4CCCC4)cc3)nc2c1,-0.8,-0.4,5,7,3.0,3.2,12*,-12,3.2,-0.5,2
CCOc1ccc(S(=O)(=O)Nc2cccc(C(=O)N3CCN(C(C)=O)CC3)c2)cc1,-0.6,-0.8,-3,-4,0.5,0.3,6,-3,1.3,0.6,-3
Cc1c(C(=O)NCCO)sc2nc3n(c(=O)c12)CCC3,-1.4,-0.1,-1,2,1.9,0.1,2,4,-0.5,-0.9,-6
COc1ccccc1NC(=O)CSc1nnc(CCC(=O)Nc2ccccc2F)n1C,1.3,-0.8,-2,-3,2.0,0.6,-1,1,3.4,-0.4,0
Clc1nnc(NC2CCCCC2)c(Cl)c1Cl,0.0,-1.5,-3,-2,3.2,-1.1,1,-7,-1.6,-0.7,-6
Cc1ccc(C)c(SCC(=O)Nc2ccc(C)c(S(=O)(=O)N3CCOCC3)c2)c1,-0.6,-1.4,-3,-4,-0.4,-2.4,4,-16,-0.4,-0.6,-5
COc1ccc(N2C(=NC(=O)c3ccc(Br)cc3)SC3CS(=O)(=O)CC32)cc1 (configuration not stated),1.2,-0.1,-2,2,0.1,0.2,2,14,-0.4,-0.1,-15
CSc1oc(-c2ccc(F)cc2)nc1S(=O)(=O)c1ccc(F)cc1,0.6,-0.8,0,3,1.1,-0.6,4,4,2.5,-1.3,5
Cc1cc(C)n(CCC(=O)N2CCCC(N3CCN(c4cccc(Cl)c4)CC3)C2)n1 (configuration not stated),-0.3,-0.7,-1,-5,-3.1,-1.3,-2,-5,-1.1,-0.2,-5
COCCOC(=O)c1c(C)oc2ccc(NS(=O)(=O)c3cccs3)cc12,-0.4,-2.0,2,-2,8.6*,-0.3,3,-20,-1.1,-0.2,-1
O=C(/C=C/c1cc2c(cc1Br)OCO2)NCc1ccc(F)cc1,-0.2,-0.9,-18,-15,0.4,0.2,-8,-4,-0.2,-0.6,-54
O=C(CN(Cc1cccs1)C(=O)CN1C(=O)COc2ccccc21)NCc1ccco1,-0.5,-1.1,0,2,-1.1,-0.7,9,-3,0.0,-1.4,1
COc1ccc(-n2c(SCC(=O)Nc3ccc4c(c3)OCO4)nnc2C(C)N2CCCCC2)cc1 (configuration not stated),0.7,-0.6,-6,2,0.1,1.4,0,-9,-1.0,-0.7,-3
Cc1c(C=O)c2ccccc2n1CC(=O)O,-0.2,-1.1,-4,-16,1.5,3.6*,1,-5,2.0,9.3*,5
O=C(NC1CCSc2ccccc21)c1ccc(Cl)c(S(=O)(=O)N2CCOCC2)c1 (configuration not stated),-0.4,-1.0,0,-4,0.2,-0.9,2,1,0.0,-0.2,-9
COc1ccc(OCCC(=O)OCC(=O)Nc2cccc(Br)c2)cc1,-1.8,-0.9,1,2,-0.2,-0.3,1,-27,0.9,2.0,10
C=CCOC(=O)/C(=C\C=C\c1ccccc1)NC(=O)c1ccccc1,0.8,-1.8,4,-4,1.6,-0.1,-1,-10,0.1,-1.7,2
Cc1ccccc1CN1CCN(C(=O)c2ccco2)CC1,-0.5,-1.0,-4,-4,-0.4,0.2,2,0,2.2,-1.0,-9
CC1=C(C#N)C(C)(C)C(C#N)=C(C)N1,0.1,-1.5,-6,-7,1.2,-0.2,-6,1,0.5,0.1,-21
C=CCNC(=S)NNC(=O)c1ccc(Br)o1,-0.3,-1.0,5,7,1.5,-0.5,2,11,2.0,-1.1,2
CN1CCc2c(sc(NC(=O)C3CCCCC3)c2C(N)=O)C1,1.4,-0.4,-10,-6,0.8,0.1,-5,1,0.3,2.1,-36
Cc1ccc(-n2c(SCC(=O)N3CCOCC3)nnc2-c2cccnc2)cc1C,-0.2,-1.2,-4,1,2.5,0.1,-3,-1,1.5,0.2,-2
Cc1ccccc1Nc1nc(N)nc(CSc2ccc(F)cc2)n1,7.5*,0.5,-4,-7,4.5,6.7*,2,-4,12*,5.1,-8
CC(C)CC1C(=O)N(Cc2cn(Cc3ccco3)nn2)CCS(=O)(=O)N1Cc1ccc(-c2ccc(Cl)c(Cl)c2)cc1 (configuration not stated),-1.3,-0.9,-1,-3,0.5,0.0,0,-26,-3.7,-2.5,0
